Rhodamine fluor: compound fluoresces in the rhodamine spectral region; max dye-equivalent concentration, M; 59,000 compounds, 0.05% hits; AID 594; Rhodamine-region fluorescence, 547/598 nm, Tris buffer; stronger effect = higher value; in the data active = max dye-equivalent concentration above about 11 nM; inconclusive = between about 1.1 nM and that limit
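Read-out is relative fluorescence at 547 nm excitation and 598 nm emission, expressed as dye-equivalent concentration using rhodamine standards on every plate. Each compound was profiled across a concentration series after 15 min in 100 mM Tris, pH 8.0.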
4MU fluor: 4-MU region autofluorescence; compound autofluorescence, 340/450 nm, 4-MU equivalents; stronger effect = higher value; max dye-equivalent concentration, M; 59,000 compounds, 11% hits; in the data active = max dye-equivalent concentration above about 10 nM; inconclusive = mostly about 1.1 nM to 9.6 nM
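Intrinsic fluorescence at 340/450 nm (ex/em) was read after 15 min at room temperature in pH 8.0, 100 mM Tris. Each compound concentration expressed as 4-MU-equivalent concentration from a six-point 4-MU standard series on each plate.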
FLuc inh: inhibitors of firefly luciferase; P08659; purified firefly luciferase, luminescence, 8 min; Potency, µM (highest dose often 57.1 µM), without a hit: top-dose activity change, negative = inhibition, actives largely listed as inhibitors; 72,000 compounds, 2.2% hits; AID 411; also: potency is read from the fitted curve at half-maximal effect; % is scaled to controls: 0 for no effect and ±100 for the full control effect; nearly all actives have a fitted effect of over 40% in size
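Substrate buffer containing 10 uM ATP (pH 7.2 imidazole, Mg2+, KCl, detergent, BSA) is dispensed, compound pinned in, then luciferase/luciferin detector mix added. After 8 min at ambient temperature, light output is measured.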
Caspase-1 inhib: allosteric or competitive inhibitors of human caspase-1; Caspase-1 enzyme, Ac-WEHD-AFC fluorogenic rate; Potency, µM (top dose mostly 57.5 µM), for the others: at the highest dose activity change, negative = inhibition, actives largely listed as inhibitors; 75,000 compounds, 0.03% hits; AID 900;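 also: potency is read from the fitted curve at half-maximal effect; plate controls were vehicle for no effect and no substrate for full effect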
Target sequence (P29466 120-297 limits assumed): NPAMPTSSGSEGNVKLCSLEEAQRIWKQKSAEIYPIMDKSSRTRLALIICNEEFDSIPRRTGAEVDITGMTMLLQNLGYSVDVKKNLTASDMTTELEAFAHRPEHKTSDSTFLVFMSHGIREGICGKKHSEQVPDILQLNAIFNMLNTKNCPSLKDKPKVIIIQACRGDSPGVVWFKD
Target sequence (P29466 317-404 limits assumed): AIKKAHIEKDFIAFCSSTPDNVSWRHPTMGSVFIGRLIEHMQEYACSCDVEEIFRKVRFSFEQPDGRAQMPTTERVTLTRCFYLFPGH
HEK293 cAMP cs: raises cAMP in parental HEK293 cells, TSHR agonist counter-screen; Potency, µM (highest dose often 57.1 µM), for inactives: at the top dose activation, actives largely listed as activators; parental HEK293 CNG cAMP sensor, membrane potential fluorescence; 73,000 compounds, 2.5% hits; also: potency is read from the fitted curve at half-maximal effect; % of control where 0% means no effect; nearly all actives have a fitted effect of over 55% in size
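Parental HEK 293 cells stably expressing a modified CNG channel (no TSHR) report cAMP rise as membrane depolarization. Membrane potential dye with 100 uM RO 20-1724 was loaded for 60 min at room temperature, then compound added for 30 min; fluorescence read at 590 nm.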
A350 autofl: compound fluoresces in the Alexa 350 spectral region; Compound autofluorescence, 340/450 nm, Alexa 350 dye-equivalents; stronger effect = higher value; max dye-equivalent concentration, M; 59,000 compounds, 11% hits; in the data active = max dye-equivalent concentration above about 10 nM; inconclusive = mostly about 1.1 nM to 9.6 nM
Caspase-7 inhib: allosteric or competitive inhibitors of human caspase-7 | Potency, µM (top dose mostly 57.5 µM), without a hit: at the top dose activity change, negative = inhibition, hits mostly inhibitors | 75,000 compounds, 0.02% hits | AID 889 | recombinant caspase-7, Ac-DEVD-AFC fluorescence rate | P55210; active = well fitted inhibition curve with a large enough effect in the main read-out, with a control signal flat, not every such curve was filed as active; inconclusive = small, poorly fitted or top-dose-only effect, or a change in a side signal; also: potency is read from the fitted curve at half-maximal effect; % of control where 0% means no effect
Target sequence (P55210 24-198 limits assumed): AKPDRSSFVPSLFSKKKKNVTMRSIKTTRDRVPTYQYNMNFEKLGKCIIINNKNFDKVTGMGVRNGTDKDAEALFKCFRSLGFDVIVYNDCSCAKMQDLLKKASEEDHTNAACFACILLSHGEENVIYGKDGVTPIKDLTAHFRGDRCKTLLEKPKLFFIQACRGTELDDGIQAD
Target sequence (P55210 207-303 limits assumed): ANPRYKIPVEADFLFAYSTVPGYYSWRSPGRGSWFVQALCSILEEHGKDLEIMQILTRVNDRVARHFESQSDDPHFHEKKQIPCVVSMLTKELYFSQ
Tau fil binding: tau filament binding; AID 596; Potency, µM (doses to about 57.1 µM), for inactives: top-dose activity change, negative = inhibition; P10636; 71,000 compounds, 2% hits; recombinant tau filaments, thioflavin S fluorescence, 15 h; filaments grown with octadecylsulfate alongside compound;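 also: potency is read from the fitted curve at half-maximal effect; % is scaled to controls: 0 for no effect and ±100 for the full control effect; actives lower thioflavin S fluorescence by blocking filaments or displacing dye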
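His-tagged recombinant human tau (exons 2, 3, 10; 1 uM final) fibrillized with 30 uM sodium octadecylsulfate, 15 h at 37 C, in pH 7.4 HEPES buffer with 10 uM thioflavine S and 5 mM DTT. Reduced ThS fluorescence (450/510 nm) marks activity.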
Fluorescein fluor: compound fluoresces in the fluorescein spectral region. max fluorescein-equivalent concentration, M. Compound autofluorescence, 480/540 nm, fluorescein-equivalent; stronger effect = higher value. 59,000 compounds, 0.91% hits; in the data active = max fluorescein-equivalent concentration above about 10 nM; inconclusive = between about 1.1 nM and that limit
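Read-out is intrinsic compound fluorescence at 480/540 nm (excitation/emission), expressed as dye-equivalent concentration using a fluorescein standard series run on every plate. Compounds sat 15 min at room temperature in 100 mM Tris, pH 8.0.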
ERK AVP block: vasopressin-driven ERK pathway inhibition; Potency, µM (highest dose often 57.5 µM), for inactives: at the highest dose activity, negative = inhibition, usual class: inhibitors; AID 995; HEK293-V1b, vasopressin-stimulated pERK AlphaScreen; 72,000 compounds, 0.99% hits; also: potency is read from the fitted curve at half-maximal effect; % is scaled to controls: 0 for no effect and ±100 for the full control effect; nearly all actives have a fitted effect of over 55% in size
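Phosphorylated ERK1/2 detected via AlphaScreen bead proximity in lysates of V1b-expressing HEK293 cells given 25 nM vasopressin for 5 min after 30 min compound exposure (37 °C). AC50 from Hill equation; basal DMSO 0%, vasopressin 100%.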
TexasRed autofl: Texas Red region autofluorescence; max dye-equivalent concentration, M; 59,000 compounds, 0.06% hits; Compound fluorescence, Texas Red channel, 547/618 nm; stronger effect = higher value; AID 587; in the data active = max dye-equivalent concentration above about 10 nM; inconclusive = between about 1.1 nM and that limit
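Texas Red-region profiling: compounds in 100 mM Tris pH 8.0 were read at 547/618 nm after 15 min at room temperature. Intensities were normalized against a six-point Texas Red standard series to give dye-equivalent concentration.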
Active calls of the source: *; i = inactive; ? = inconclusive; . = not tested or not shown; [ ] = dose if it differs, or a comment. Unless noted, calls follow the shape of the dose curve; as a rule, active = well fitted curve in the direction sought with a large enough effect; inconclusive = small, poorly fitted or top-dose-only effect, or another doubt; inactive = no such curve, though single readings can be large; an effect the other way counts as inactive or inconclusive.

Molecule | Rhodamine fluor | 4MU fluor | FLuc inh | Caspase-1 inhib | HEK293 cAMP cs | A350 autofl | Caspase-7 inhib | Tau fil binding | Fluorescein fluor | ERK AVP block | TexasRed autofl
CSCC[C@H](NC(=O)Nc1cccc(C(F)(F)F)c1)C(=O)O | i | i | 0% | -1% | 6% | i | -1% | -3% | ? | -17% | ?
COc1ccc([C@@H]2Sc3ccccc3N(CCN(C)C)C(=O)[C@@H]2OC(C)=O)cc1 | i | i | 1%[25.5 µM] | 1% | ? | i | 0% | ? | ? | 7% | i
CCOC(=O)C1C2C=CC3(CN(Cc4cccs4)C(=O)C13)O2 (stereo not given) | i | i | -2% | 1% | 11% | i | 1% | -1% | i | 3% | i
O=Cc1c(Cl)cccc1Cl | . | . | . | -1% | 40% | . | -1% | 5% | . | 3% | .
COc1ccc(C(=O)NCc2ccccc2OC)cc1 | i | i | 2% | 3% | 1% | i | -2% | -8% | i | -4% | i
Cc1ccc(-c2cc(C(=O)NC3=NCCS3)c3cc(Br)ccc3n2)o1 | i | i | -8% | -4% | 0% | i | -7% | 13µM* | i | -27% | i
COc1ccc(-n2nnc3c(=O)n(CC(=O)OCc4ccccc4)cnc32)cc1 | . | . | 3% | -3% | -1% | . | -2% | 30% | . | . | .
O=C1CCC(=O)N1CNc1cccnc1 | . | . | 4% | 2% | 20% | . | 0% | 10% | . | -24% | .
Cc1csc(NC(=O)Nc2ccc(Cl)cc2)n1 | i | i | -10% | -2% | 4% | i | -4% | 40% | i | 8% | i
Cc1cc(C)nc(/N=C/c2c(O)n(C)c(=O)n(C)c2=O)n1 | i | i | 0% | 2% | 1% | i | -1% | 2% | ? | 25% | i
CCc1ccc(N2CC(C(=O)Nc3nccs3)CC2=O)cc1 (stereo not given) | i | i | -3% | 4% | 25% | i | -1% | 6% | ? | 16% | i
Cn1c(SCC(=O)c2ccc3c(c2)OCO3)nnc1C1COc2ccccc2O1 (stereo not given) | i | i | 0% | -6% | 26% | i | -3% | 34% | i | 21% | i
CCN1C(=O)C(CC(=O)NC2CCCCC2)N(CC)C1=O (stereo not given) | i | i | 0% | 1% | 8% | i | 0% | 9% | i | -8% | i
Cc1nn(-c2ccccc2)c2sc(C(=O)N(CC(=O)NC3CCCC3)Cc3ccco3)cc12 | i | i | 0% | -4% | ? | i | -2% | 47% | i | 1% | i
O=C(CCSc1nc(-c2ccc3c(c2)OCO3)cc(C(F)(F)F)n1)NCc1ccco1 | . | . | -5% | -4% | ? | . | -6% | 216% | . | -8% | .
COc1ccc(OC)c(-c2nnc(SCC(=O)N3CCOCC3)o2)c1 | i | i | 0% | 2% | 10% | ? | -3% | 12% | ? | 4% | ?
COc1ccc(NC(=O)C2c3cc(OC)c(OC)cc3C(=O)N(C)C2c2cccnc2)cc1OC (stereo not given) | i | i | 1% | -1% | 3% | i | 1% | 12% | ? | 11% | i
Cc1nnc(NC(=O)CSc2nnc(CCc3nc4ccccc4[nH]3)n2C)s1 | i | i | -1% | -2% | -7% | i | 0% | -2% | i | -10% | i
CCNC(=O)CC1C(=O)N(c2ccc(OC)cc2)C(=O)N1Cc1ccc(OC)cc1 (stereo not given) | i | i | 1% | -1% | 5%[2.29 µM] | i | -9% | 3% | i | 4% | i
O=C(CSc1nc(O)c(C2CCCCC2)c(=O)[nH]1)NCC1CCCO1 (stereo not given) | i | i | -1% | 0% | ? | i | -2% | 2% | ? | -9% | ?
CCOc1ccc(C(=O)NCC2CCCO2)cc1 (stereo not given) | i | i | -7% | 1% | 6% | i | 0% | -1% | i | -13% | i
Cc1ccc(NC(=O)C2C3C=CC4(CN(Cc5cccnc5)C(=O)C24)O3)cc1 (stereo not given) | . | . | -6% | 2% | 8% | . | -1% | -5% | . | -4% | .
c1ccc(N2CCN(c3nc4ccccc4n4nnnc34)CC2)cc1 | i | 2.6e-08M* | -1% | -11% | ? | 2.3e-08M* | -12% | 186% | 1.9e-08M* | 76%[activator] | i
Cc1cc(Nc2nc3c(c(=O)n(C)c(=O)n3C)n2C)n(-c2ccc(Cl)cc2)n1 | i | i | -2% | 0% | 1% | i | -2% | 10% | ? | -5% | i
Cc1cccc(CNc2nc(-c3cccc(NS(C)(=O)=O)c3)nc3ccccc23)c1 | i | i | -1%[2.29 µM] | -4% | ? | i | -2% | 40% | i | ? | i
CCOC(=O)c1c(N)sc2c(O)c(Br)ccc12 | . | . | -6% | -2% | -34%[inhibitor] | . | -1% | -15% | . | -15% | .
CCOC(=O)C1=C(C)NC(=O)NC1c1ccc(Br)s1 (stereo not given) | . | . | 0% | -3% | 6% | . | 0% | 6% | . | -22% | .
Cc1cc(C)nc(Nc2nc3ccccc3[nH]2)n1 | i | i | -3% | 0% | 17% | i | 0% | -14% | i | 5% | i
C=CCn1c(COc2cccc3cccnc23)nnc1SCC(=O)O | i | i | 2% | 0% | 4% | i | 3% | 0% | i | -23% | i
CCCn1c(=O)c2ccccc2n2c(SCCOc3ccccc3F)nnc12 | i | i | 4% | -1% | ? | i | 0% | 8% | i | 10% | i

Molecule | Rhodamine fluor | 4MU fluor | FLuc inh | Caspase-1 inhib | HEK293 cAMP cs | A350 autofl | Caspase-7 inhib | Tau fil binding | Fluorescein fluor | ERK AVP block | TexasRed autofl
COc1ccccc1Nc1nc(NCCO)c2ccccc2n1 | i | i | -21% | -1% | -51%[inhibitor] | i | 1% | 0% | ? | -10% | ?
CCOc1ccc(-c2nnn(CC(=O)N3CCN(c4ccc(OC)cc4)CC3)n2)cc1OCC | i | i | 0% | -4% | -8% | i | 0% | 15% | i | -21% | i
CCOC(=O)c1ccc(NS(=O)(=O)c2cc(-c3nnnn3C(C)C)ccc2OC)cc1 | i | i | 0% | -1% | 23% | i | 0% | 2% | i | 0% | i
CCOC(=O)N1CCC(NC(=O)CCc2c(C)nc3ncnn3c2C)CC1 | i | ? | 2% | 1% | 15% | ? | 2% | 4% | i | -5% | i
Cc1cc(C)n(CCCNC(=O)c2ccc3c(c2)NC(=O)CS3)n1 | i | ? | 1% | -2% | -2% | ? | 0% | 1% | ? | 24% | i
Cc1cccc(C)c1NC(=O)CCCSc1nnc(-c2ccco2)o1 | i | i | 0% | -1% | 21% | i | -2% | 7% | ? | -2% | i
O=C(Cc1cccs1)N1CCN(c2nc(-c3ccc(Cl)cc3)cs2)CC1 | i | i | 0% | -5% | 9% | i | -1% | 19% | i | ? | i
c1ccc(-n2ncc3c(N4CCCC4)ncnc32)cc1 | i | i | 5µM* | . | . | i | . | . | ? | . | i
COc1ccc(N2C(=O)CC(n3c(CCCCO)nc4ccccc43)C2=O)cc1 (stereo not given) | i | i | 2% | 1% | 1% | i | -1% | 3% | ? | -1% | i
CCC1(C(=O)O)NC(c2cc(OC)ccc2O)C2C(=O)N(Cc3ccccc3)C(=O)C21 (stereo not given) | . | . | 1% | -4% | -2% | . | 0% | -7% | . | . | .
COC(=O)C1CCN(c2cc(=O)n(-c3ccccc3Cl)c(=O)[nH]2)CC1 | i | i | -1% | 2% | 5% | i | 0% | -1% | i | 7% | ?
CC(=O)N1CCCc2cc(S(=O)(=O)N(CC(C)C)CC(C)C)ccc21 | i | i | -3% | -1% | 14% | i | 1% | -5% | i | 12% | i
CCOC(=O)N1CCN(C2CC(=O)N(c3ccccc3)C2=O)CC1 (stereo not given) | . | . | -1% | 0% | -7% | . | -1% | 14% | . | 0% | .
Cc1cccc(-c2c3c(=O)n(C)c(=O)n(C)c3c3c(C)cc(C)nn23)c1 | i | i | 2% | 1% | -5% | i | -1% | -1% | ? | -6% | i
O=C1CC(N2CCN(C/C=C/c3ccccc3)CC2)C(=O)N1CCc1ccccc1 (stereo not given) | . | . | 0% | -4% | 23% | . | -2% | -21% | . | ? | .
Cc1cc(C)cc(OCC(O)CN2C(=O)NC(C)(C)C2=O)c1 (stereo not given) | . | . | -1% | 3% | -52%[inhibitor] | . | -2% | -6% | . | -3% | .
Cc1cc(NC(=O)CSc2ncnc3ccccc23)no1 | . | . | 2% | 2% | -3% | . | -7% | -6% | . | -18% | .
c1ccc(Nc2nc3ccccc3n3cnnc23)cc1 | . | . | -7% | 1% | 0% | . | -2% | 31% | . | -15% | .
CSc1nnnn1-c1cccc(O)c1 | i | i | -1% | -10% | -1% | i | 0% | -9% | ? | -26% | i
Cc1ccccc1CS(=O)(=O)Cc1ccc(C(=O)NCCCN2CCCC2=O)o1 | i | i | 5% | -1% | 4µM* | ? | -1% | -12% | i | 1% | i
c1ccc(-n2cnc3cc(NCc4ccncc4)ccc32)cc1 | i | i | -21% | -3% | -1% | i | -2% | -17% | i | ? | i
O=C(C1COc2ccccc2O1)N1CCN(Cc2ccc3c(c2)OCO3)CC1 (stereo not given) | . | . | -3% | -8% | ? | . | -1% | 2% | . | 0% | .
CC(=O)N(Cc1cc2ccc(C)c(C)c2n2nnnc12)C1CCCC1 | i | i | 1% | 1% | 12% | i | 0% | -4% | i | 5% | i
COc1ccc2nc(NC(=O)C3CCCN3S(=O)(=O)c3ccc(C)cc3)sc2c1 (stereo not given) | . | . | -1% | -4% | -3% | . | -1% | 20% | . | -7% | .
O=C(O)C1CC(=O)N(c2ccc(F)cc2)C1 (stereo not given) | i | i | -1% | -1% | 3% | i | -1% | 0% | ? | -8% | i

Compound activity deposited in PubChem by National Center for Advancing Translational Sciences (NCATS).

An excerpt, so the mix of outcomes need not match the whole.
